# Screens from PubChem BioAssay.
# PP1 counter: PP1-alpha (human) inhibition in PP5 counter-screen; P62136; purified PP1alpha, OMFP fluorescence; inhibition, % at 6.7 µM; actives 0.9% (n = 320,000); AID 2235;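 active = inhibition above the mean inhibition of all tested compounds plus 3 SD, computed separately for each screening campaign, cut at about 15% in these data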
# PREPL inhibitor: inhibits the human prolyl oligopeptidase-like enzyme; inhibition, % at 5.96 µM; actives 0.68% (n = 320,000); recombinant PREPL, fluorescence polarization activity-based probe; in the data active = inhibition above about 43%;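 note: 0% = enzyme with DMSO and 100% = wells lacking enzyme; many of its hits are not listed in these tables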
# TPT1 inhibitor: C. albicans TPT1 enzyme inhibition. recombinant caTPT1, FP RNA substrate dephosphorylation. inhibition, % at 5 µM. actives 0.81% (n = 300,000). AID 1962;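 active = inhibition above the mean of all tested compounds plus 3 SD, set per screening campaign, cut at about 24% in these data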;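 note: plate controls were DMSO alone for no effect and ferristatin control at 100 nM for full effect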
# JMJD2C inh: inhibitors of human GASC-1 (JMJD2C) demethylase; GST-JMJD2C(1-420) H3K9me3 demethylation, DELFIA europium; inhibition, % at 2.35 µM; Q9H3R0; actives 0.069% (n = 330,000);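 active = more than half of a compound's replicate wells show inhibition beyond 50%, single wells judged on their own value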;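 note: signal counts dimethyl H3K9 product captured on neutravidin plate; 0% = median of DMSO wells and 100% = 0.3 times that DMSO median; strong numbers were not always called active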
# Target sequence (Q9H3R0 1-420 limits assumed): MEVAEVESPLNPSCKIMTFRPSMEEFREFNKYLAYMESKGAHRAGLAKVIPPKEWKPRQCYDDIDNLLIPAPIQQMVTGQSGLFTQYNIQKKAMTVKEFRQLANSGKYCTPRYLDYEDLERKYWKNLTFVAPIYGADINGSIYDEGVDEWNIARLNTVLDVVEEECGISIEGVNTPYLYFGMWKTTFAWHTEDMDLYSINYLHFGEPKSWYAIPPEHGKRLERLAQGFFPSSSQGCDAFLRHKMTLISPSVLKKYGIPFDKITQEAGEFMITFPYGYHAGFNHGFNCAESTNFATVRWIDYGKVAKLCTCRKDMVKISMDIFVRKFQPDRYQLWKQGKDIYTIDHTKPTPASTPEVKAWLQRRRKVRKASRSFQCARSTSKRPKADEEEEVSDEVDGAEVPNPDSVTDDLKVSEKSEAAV
# core dimer inh: blocks dimerization of HCV core protein; TR-FRET GST/Flag-core106 dimerization, 1536-well; actives 0.33% (n = 300,000); inhibition, % at 5 µM;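 active = inhibition above the mean of all tested compounds plus 3 SD, set per screening campaign, cut at about 45% in these data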
#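 Test system: GST/Flag-tagged HCV core106 proteins; Medium: KF-containing HEPES buffer, pH 7.45, DTT, CHAPS, BSA; Times: compound-protein-antibody incubation 4 h at 22.5 °C; Detection: TR-FRET 671 and 617 nm emission; Benchmarks: wells lacking GST-core106 and wells with excess unlabelled core106.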
# LYPLA2 counter: LYPLA2 (human) inhibition in PME1 counter-screen; recombinant LYPLA2, FP-Rh probe fluorescence polarization; actives 0.38% (n = 320,000); inhibition, % at 5.9 µM; AID 2177; O95372;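 active = inhibition above the screen-wide mean plus 3 SD, limit set per campaign, cut at about 26% in these data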;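 note: 0% = LYPLA2 with DMSO and 100% = wells lacking LYPLA2 enzyme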
# CTSL1 counter: cathepsin L1 inhibition, PFM18AAP counter-screen. inhibition, % at 5.96 µM. actives 0.49% (n = 300,000). recombinant F. hepatica cathepsin L1, Z-Leu-Arg-MCA fluorescence;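 active = inhibition above the mean of all tested compounds plus 3 SD, set per screening campaign, cut at about 17% in these data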;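 note: 0% = plate median of test compound wells and 100% = 1 µM Z-Phe-Ala-diazomethylketone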
# PP5 primary: PP5 (human) phosphatase inhibition; inhibition, % at 6.7 µM; AID 1987; actives 0.18% (n = 320,000); purified PP5c, OMFP substrate fluorescence; P53041;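 active = inhibition above the campaign's mean inhibition across all tested compounds plus 3 SD, cut at about 9.5% in these data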;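 note: 0% = DMSO only and 100% = 100 µM cantharidin control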
# Target sequence (P53041 whole entry, looked up): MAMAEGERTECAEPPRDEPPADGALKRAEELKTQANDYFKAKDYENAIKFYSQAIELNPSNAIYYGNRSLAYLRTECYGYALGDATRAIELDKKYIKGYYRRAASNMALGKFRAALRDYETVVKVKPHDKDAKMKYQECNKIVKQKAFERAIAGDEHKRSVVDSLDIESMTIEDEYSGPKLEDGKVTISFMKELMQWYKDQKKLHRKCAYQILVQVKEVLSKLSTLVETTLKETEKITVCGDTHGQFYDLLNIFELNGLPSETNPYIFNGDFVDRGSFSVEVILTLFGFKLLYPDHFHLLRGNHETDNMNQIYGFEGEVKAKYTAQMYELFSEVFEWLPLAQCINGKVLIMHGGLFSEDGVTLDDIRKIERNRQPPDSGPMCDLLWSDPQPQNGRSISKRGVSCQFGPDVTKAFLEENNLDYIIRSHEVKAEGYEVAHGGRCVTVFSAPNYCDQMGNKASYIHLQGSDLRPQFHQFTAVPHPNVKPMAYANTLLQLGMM
# Efflux pump mplx: inhibitors of Candida antifungal efflux pumps expressed in yeast; S. cerevisiae Candida pump triplex, Nile Red efflux; inhibition, % at 10 µM; actives 0.44% (n = 330,000); AID 485275;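 active = plate passing quality check with inhibition over a set limit, or well fluorescence over plate mean plus 4 SD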;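 note: Nile Red retained in pooled yeast measured as flow cytometry median fluorescence; 0% = buffer negative control and 100% = Enniatin B positive control; higher means more Nile Red kept so more efflux inhibition; some compounds called inactive have numbers as strong as hits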
# * marks the source's active call; other numbers are inactive results; i = inactive; x = not tested or not shown; & = joins results of further samples. Some of the compounds tested. The share of hits here may be higher or lower than overall.
# Start of the listing, in advance:
# Values run as follows: PP1 counter	PREPL inhibitor	TPT1 inhibitor	JMJD2C inh	core dimer inh	LYPLA2 counter	CTSL1 counter	PP5 primary	Efflux pump mplx
> C=CC[C@@H]1C=C(C)C[C@H](C)C[C@H](OC)[C@H]2O[C@@](O)(C(=O)C(=O)N3CCCC[C@H]3C(=O)O[C@H](/C(C)=C/[C@@H]3CC[C@@H](O)[C@H](OC)C3)[C@H](C)[C@@H](O)CC1=O)[C@H](C)C[C@@H]2OC
    1	55*	1	7	0	-2	3	3.8	1.1*
> COc1cccc(N2CCN(C(=O)CCCCCn3c(=S)[nH]c4cc5c(cc4c3=O)OCO5)CC2)c1
    4	5	-3	-2	16	6	1	-1.2	0.0
> O=C(COc1ccccc1)NNC1=NS(=O)(=O)c2ccccc21
    -5	-6	-3	-1	-3	-6	-1	-0.7	-0.3
> COc1ccc(S(=O)(=O)/N=C2\C=C(Nc3ccc(O)cc3)C(=O)c3ccccc32)cc1
    3	25	0	-11	-22	-8	92*	7.2	0.1
> CCCn1c(C)cc(C(=O)Cn2nnc3ccccc3c2=O)c1C
    -4	0	3	-9	0	13	-1	1.5	-0.2
> Cc1ccc(C)c(S(=O)(=O)c2c(C)cc(C)nc2Cl)c1
    1	-11	-3	-23	4	-2	-2	-0.5	0.0
> CCC1CCCN1Cn1cnc2c([nH]c3ccccc32)c1=O (stereo not given)
    -3	10	-4	-6	0	8	0	-1.7	-0.1

# Main list, from the first entry:
# Values run as follows: PP1 counter	PREPL inhibitor	TPT1 inhibitor	JMJD2C inh	core dimer inh	LYPLA2 counter	CTSL1 counter	PP5 primary	Efflux pump mplx
> C=CC[C@@H]1C=C(C)C[C@H](C)C[C@H](OC)[C@H]2O[C@@](O)(C(=O)C(=O)N3CCCC[C@H]3C(=O)O[C@H](/C(C)=C/[C@@H]3CC[C@@H](O)[C@H](OC)C3)[C@H](C)[C@@H](O)CC1=O)[C@H](C)C[C@@H]2OC
    1	55*	1	7	0	-2	3	3.8	1.1*
> COc1cccc(N2CCN(C(=O)CCCCCn3c(=S)[nH]c4cc5c(cc4c3=O)OCO5)CC2)c1
    4	5	-3	-2	16	6	1	-1.2	0.0
> O=C(COc1ccccc1)NNC1=NS(=O)(=O)c2ccccc21
    -5	-6	-3	-1	-3	-6	-1	-0.7	-0.3
> COc1ccc(S(=O)(=O)/N=C2\C=C(Nc3ccc(O)cc3)C(=O)c3ccccc32)cc1
    3	25	0	-11	-22	-8	92*	7.2	0.1
> CCCn1c(C)cc(C(=O)Cn2nnc3ccccc3c2=O)c1C
    -4	0	3	-9	0	13	-1	1.5	-0.2
> Cc1ccc(C)c(S(=O)(=O)c2c(C)cc(C)nc2Cl)c1
    1	-11	-3	-23	4	-2	-2	-0.5	0.0
> CCC1CCCN1Cn1cnc2c([nH]c3ccccc32)c1=O (stereo not given)
    -3	10	-4	-6	0	8	0	-1.7	-0.1
> COC(=O)C(C(=O)OC)C(C[N+](=O)[O-])c1ccc(OC)c(OC)c1 (stereo not given)
    -1	3	-2	12	-7	-1	0	1.1	-0.2
> O=C(CCN1C(=O)/C(=C/c2ccc(F)cc2)SC1=S)N[C@@H](CO)Cc1ccccc1
    1	9	2	38	12	3	-2	1.3	0.1
> Cc1cc(CNC(=O)C(C)n2cc([N+](=O)[O-])cn2)c2ccccc2n1 (stereo not given)
    -6	-5	-1	-1	3	4	-3	-0.6	0.0
> CC1=CC2=NC(=O)/C(=C\c3ccc(OC(=O)c4ccco4)cc3)C(=N)N2O1
    -1	10	7	-5	-3	-10	-6	3.6	0.1
> CC(=O)Nc1ccc(C)c(NS(=O)(=O)c2cccc(C(F)(F)F)c2)c1
    -2	3	-4	14	5	-1	-3	3.9	0.0
> Cc1ccc(S(=O)(=O)N(CC(=O)NCc2ccco2)Cc2ccc(F)cc2)cc1
    0	2	-1	10	23	5	-1	1.4	0.1
> CC1=CCC(C(=O)O)(C(=O)N/N=C/c2cccs2)C(c2ccc(Cl)cc2)C1 (stereo not given)
    3	2	-3	-16	11	5	-2	1.1	0.0
> CCCn1nnnc1NCc1ccc(N2CCCC2)cc1
    -2	6	0	-1	0	4	-3	-2.0	-0.1
> COc1ccc(OC)c(Nc2cc(C(=O)NCCCN3CCOCC3)c3ccccc3n2)c1
    -3	21	2	-26	-19	-5	-1	1.5	-0.2
> CC(C)CC(NC(N)=O)C(=O)Nc1ccc2c(c1)OCO2 (stereo not given)
    -7	5	0	1	15	6	1	-1.7	0.1
> Cc1ccccc1Nc1nc(N2CCOCC2)nc(N2CCOCC2)n1
    -4	1	0	-2	-2	-5	0	1.0	0.1
> O=C(CN1CCOCC1)NC1CC2CCC1C2 (stereo not given)
    -2	12	-4	0	-7	-7	5	-1.2	0.1
> Cc1nc(Nc2ccc(F)cc2)[nH]c(=O)c1CCC(C)C
    6	-2	2	10	-12	-1	3	3.6	0.0
> CC(/C=N/Nc1nc2ccccc2[nH]1)=C\c1ccccc1
    13	32	3	9	-23	-3	6	2.3	0.0
> Cc1ccccc1NC(=O)C(C)Sc1nnc(-c2ccncc2)n1CC1CCCO1 (stereo not given)
    -1	-5	-2	-4	3	-9	-1	0.1	-0.1
> N#Cc1ccc(CN2CCN(C(=O)c3ccc(S(=O)(=O)N4CCCCCC4)cc3)CC2)cc1
    0	5	x	12	x	11	x	1.4	0.3
> Cn1c(=O)[nH]c(Nc2ccccc2)c([N+](=O)[O-])c1=O
    -5	0	2	-11	-1	-1	4	1.8	0.1
> COc1ccc(C(C)NC(=S)NC2CCCCC2)cc1OC (stereo not given)
    0	-1	-1	-4	5	2	-2	1.6	0.0
> Cc1ccc(C(=O)N/C(=C\c2ccccc2)C(=O)NCC2CCCO2)cc1 (stereo not given)
    -8	4	-1	0	4	5	2	-0.3	-0.1
> CSc1ccccc1NC(=O)c1ccc(CN2CCOCC2)cc1
    -5	2	-4	3	-4	-6	1	-1.4	0.2
> O=C(CSc1nc2ccccc2[nH]1)Nc1c(F)cccc1F
    -5	-9	4	-18	7	-2	-5	-0.2	0.3
> Nc1nnc(-c2cn(-c3ccccc3)nc2-c2ccc(Cl)cc2)o1
    1	2	2	-17	-1	-7	-1	0.7	0.2
> Cc1ccc(N(Cc2ccccc2)C(=O)c2ccc(S(=O)(=O)N3CCOCC3)cc2)cc1
    -2	19	1	1	6	-3	1	-0.6	0.1
> O=C(NCc1cccnc1)c1cccc2c1C(=O)N(C1CCCCC1)C2
    -5	8	-2	i	10	-3	-4	-1.2	0.0
> O=C(Nc1nc2c(s1)CCCC2=O)c1cnccn1
    -5	6	-2	-5	-5	-4	0	-0.7	-0.3
> COc1ccccc1C(=O)C1CCCN(C(=O)c2snnc2C)C1 (stereo not given)
    4	4	2	-2	-2	-2	-3	-2.1	0.0
> Cn1nnc2cc(NC(=O)Nc3cccc(Cl)c3)ccc21
    2	-6	-7	-7	-23	-24	1	1.2	0.0
> Cc1nc2cc(C(=O)O)ccc2n1-c1ccc(F)cc1F
    0	0	-4	3	-5	2	-3	3.0	-0.1
> Cn1cccc1Cc1nnc(SCC(=O)Nc2ccccc2F)n1-c1ccc(F)cc1
    -6	18	-1	-18&-4	4	-2	1	1.1	0.2
> CC(C)NC(=O)c1onc(CSc2cccc3ccccc23)c1C(=O)O
    1	-3	-4	1	-4	2	-2	4.6	0.3
> O=S1(=O)CCOC[C@H](CC2CCCCC2)N1Cc1ccccc1
    7	-1	-3	3	6	-2	0	6.1	0.0
> CCCCCn1c(CCNC(=O)CCC)nc2ccccc21
    -2	-3	2	-3	13	-1	0	-2.5	-0.1
> COc1cccc(NC(=O)Cn2c(=O)n(CC3CCCO3)c(=O)c3ccccc32)c1 (stereo not given)
    -2	3	-1	-13	-2	2	6	-1.7	0.0
> O=C1CN(C(=O)/C=C/c2ccccc2)CCN1
    -3	6	-1	0	6	-1	1	-1.2	0.2
> Cc1ccccc1C(=O)NC(=S)Nc1sc2c(c1C#N)CCC(C)C2 (stereo not given)
    0	13	4	-5	23	-15	2	1.7	0.1
> Cc1ccc(C(=O)NC(NC(=S)Nc2ccc(S(N)(=O)=O)cc2)C(Cl)(Cl)Cl)cc1 (stereo not given)
    1	7	-1	-15	10	-89	-2	3.7	-1.0
> CN(C)c1ccc(P(=O)(OCc2ccccc2)C(O)c2ccc(Br)cc2)cc1 (stereo not given)
    -5	40	-4	0	2	-1	-1	0.8	-0.1
> COc1ccc(CCC(C)Nc2cccc(C)c2)cc1 (stereo not given)
    -5	6	1	-3	2	11	0	4.3	-0.1
> O=C(NCc1ccccc1)C1CCN(C(=O)NCc2ccccc2)CC1
    -3	2	0	-30	-1	8	1	5.4	0.0
> NC(=O)CN1C(=O)C(O)(CC(=O)c2ccccc2O)c2ccccc21 (stereo not given)
    -3	2	-1	-1	-4	2	3	0.2	0.0
> O=P(/C(=N/O)Sc1ccccc1)(N1CCOCC1)N1CCOCC1
    -1	-3	-1	12	4	-4	-2	-1.5	0.0
> COc1ccc(C(=O)Oc2c(OC)cc(C(=S)N3CCOCC3)cc2OC)cc1OC
    7	5	-1	8	-5	-4	-6	2.6	0.1
> O=C(c1ccc(COc2ccccc2Cl)o1)N1N=C(C(F)F)CC1(O)C(F)F (stereo not given)
    0	2	-2	-11	-1	-7	-3	4.4	-0.4
> COc1ccc(Br)cc1S(=O)(=O)Nc1cccc(C)n1
    -6	-6	-1	-6	0	2	2	0.7	0.0
> O=c1[nH]c2cccnc2n1-c1ccc([N+](=O)[O-])cc1
    -5	14	-1	10	-2	1	5	-0.5	0.2
> O=C(O)C1C(c2ccccc2)C(C(=O)N2CCOCC2)C1c1ccccc1 (stereo not given)
    1	10	-2	-5	3	1	-6	2.5	0.0
